GPR7 antagonist = GPR7 receptor antagonists, primary screen, cell-based, fluorescence, single concentration; Neuropeptides B/W receptor type 1 (Homo sapiens), P48145; GPR7-expressing cells, fluorescence antagonist assay; inhibition, % at 4.4 µM; actives 1.1% (n = 290,000); in the data active = inhibition above about 16%, passing the limit was not always enough;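 note: cells stimulated with the agonist NPW; 0% = agonist with vehicle and 100% = vehicle without agonist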
Target sequence (P48145 whole entry, looked up): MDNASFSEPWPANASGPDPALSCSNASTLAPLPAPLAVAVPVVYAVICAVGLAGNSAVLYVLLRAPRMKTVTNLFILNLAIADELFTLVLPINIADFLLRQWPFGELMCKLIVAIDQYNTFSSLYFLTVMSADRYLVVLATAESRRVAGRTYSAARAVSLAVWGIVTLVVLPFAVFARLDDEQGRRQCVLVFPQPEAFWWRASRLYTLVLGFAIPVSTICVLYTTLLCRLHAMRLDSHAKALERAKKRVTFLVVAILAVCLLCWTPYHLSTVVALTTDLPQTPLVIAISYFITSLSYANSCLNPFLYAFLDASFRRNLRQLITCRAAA
CHO-K1 Ca ag = counter-screen for M1 agonists: effect in parental CHO-K1 cells. AID 602248, 2012. activation, % at 3 µM. Fluo-8 calcium fluorescence; scaled to maximal ATP response, vehicle zero. actives 0.48% (n = 360,000); in the data active = activation above about 15%;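 note: untransfected CHO-K1 host cells lacking M1 receptor as counterscreen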
V1aR counter = agonists of human V1a receptor, primary screen, counter-screen for OXTR agonist project, fluorescence, CHO-V1R cells | Vasopressin V1a receptor (Homo sapiens), P37288 | Fluo-8 calcium fluorescence, agonist mode; 0% DMSO, 100% 3 nM vasopressin | activation, % at 3 µM | actives 0.25% (n = 320,000) | AID 2797, 2010;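 active = activation above the mean activation of all tested compounds plus 3 SD, per screening run, cut at about 20% in these data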;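 note: signal is peak over basal fluorescence ratio across a 100 second FLIPR read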
Target sequence (P37288 whole entry, looked up): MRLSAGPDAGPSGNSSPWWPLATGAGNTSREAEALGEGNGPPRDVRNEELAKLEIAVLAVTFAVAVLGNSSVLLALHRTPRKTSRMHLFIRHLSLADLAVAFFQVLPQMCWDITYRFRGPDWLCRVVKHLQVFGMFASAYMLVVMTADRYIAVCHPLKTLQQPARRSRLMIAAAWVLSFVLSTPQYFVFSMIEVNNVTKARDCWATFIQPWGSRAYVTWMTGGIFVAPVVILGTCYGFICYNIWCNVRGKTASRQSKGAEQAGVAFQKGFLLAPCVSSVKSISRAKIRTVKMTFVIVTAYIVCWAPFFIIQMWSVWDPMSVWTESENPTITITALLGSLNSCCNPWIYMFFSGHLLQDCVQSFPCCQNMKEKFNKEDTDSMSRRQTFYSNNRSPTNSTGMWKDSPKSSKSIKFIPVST
CHO-K1 Ca PAM = nonselective calcium activators in parental CHO-K1 cells, primary screen, counter-screen for M1 PAM project, cell-based, Fluo-8 calcium fluorescence, full deck, 1536-well; ATP EC20; 0% at ATP EC20, 100% at ATP max; activation, % at 3 µM; actives 0.02% (n = 360,000);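 active = activation above the run cutoff, the mean activation of all test compounds plus 3 SD, cut at about 40% in these data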;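 note: peak over basal fluorescence ratio in a 140 s read after ATP addition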
OXTR potentiator = human OXTR potentiators, primary screen, fluorescence, CHO-OTR cells, Fluo-8 calcium; Fluo-8 calcium fluorescence, potentiator mode; 0% = oxytocin EC15, 100% = EC100; Oxytocin receptor (Homo sapiens), P30559; actives 0.061% (n = 320,000); activation, % at 3 µM; AID 2445, 2010;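 active = activation above that plate's cutoff, the mean activation of tested compounds plus 3 SD, cut at about 6.6% in these data, passing the limit was not always enough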;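 note: 100% uses oxytocin at 75 nM as the full agonist control; some results filed as inactive read as strong as hits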
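test system = CHO-OTR cells, human receptor | compound = single-point 3.0 µM | schedule = 6 min compound pre-incubation at room temperature, 100 s kinetic read | signal = Fluo-8 no-wash calcium dye fluorescence, excitation 470-495 nm, emission 515-575 nm | repeats = single well per compound, singlicate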
OXTR ag = human OXTR agonists, primary screen, fluorescence, CHO-OTR cells, Fluo-8 calcium | Fluo-8 calcium fluorescence; normalized: DMSO 0%, oxytocin 100% | AID 2435, 2010 | Oxytocin receptor (Homo sapiens), P30559 | activation, % at 3 µM | actives 0.32% (n = 320,000);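 active = activation above the mean of all tested compounds plus 3 SD, cutoff set per screening run, cut at about 20% in these data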;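 note: peak over basal fluorescence ratio from a 100 s FLIPR kinetic read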
CHO parental Ca = ATP-evoked calcium signal inhibitors, parental CHO, primary screen, counter-screen for OX1R antagonist project, cell-based, fluorescence, Fluo-8 calcium dye. parental CHO-K1, ATP-induced calcium, Fluo-8 fluorescence. actives 0.63% (n = 330,000). inhibition, % at 5.6 µM;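 active = inhibition above that plate's mean sample inhibition plus 3 SD, cut at about 26% in these data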;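 note: 0% = ATP-challenged DMSO wells and 100% = DMSO wells without ATP; some compounds past the cut are filed as inactive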
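Test system: untransfected parental CHO cell line. Compound: one dose, 5.6 µM nominal. Detection: intracellular calcium via Fluo-8 no-wash fluorescent dye. Measure: % inhibition. Benchmarks: ATP-challenged DMSO wells low, unchallenged DMSO wells high.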
TAAR1 antag = human TAAR1 antagonists, primary screen, Fluo-8 calcium fluorescence, CHO RD-HGA16 cells; Trace amine-associated receptor 1 (Homo sapiens), Q96RJ0; antagonist; inhibition, % at 3 µM; actives 1.5% (n = 360,000); AID 624466, 2012;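 active = inhibition above a per-plate cutoff, the mean inhibition of test compounds on that plate plus 3 SD, cut at about 49% in these data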;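 note: 0% = DMSO plus EC80 beta-PEA response and 100% = DMSO alone without agonist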
Target sequence (Q96RJ0 whole entry, looked up): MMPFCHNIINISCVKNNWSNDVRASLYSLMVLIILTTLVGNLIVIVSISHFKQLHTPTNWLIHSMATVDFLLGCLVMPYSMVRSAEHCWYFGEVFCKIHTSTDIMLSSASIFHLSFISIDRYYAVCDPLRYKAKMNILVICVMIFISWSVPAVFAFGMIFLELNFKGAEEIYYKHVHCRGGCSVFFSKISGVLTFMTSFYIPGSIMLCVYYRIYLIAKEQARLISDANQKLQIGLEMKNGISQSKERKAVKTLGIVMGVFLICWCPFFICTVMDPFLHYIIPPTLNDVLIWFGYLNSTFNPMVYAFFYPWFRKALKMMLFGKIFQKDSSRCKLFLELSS
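Test system – hTAAR1-expressing CHO RD-HGA16 cells, Gα16-coupled · Also added – β-PEA at EC80 concentration, post-compound challenge · Compound – 3 µM, single point · Incubation – dye loading 75 min at 37 °C, then 30 min room temperature · Measured by – Fluo-8 intracellular calcium dye fluorescence, real-time kinetic reads · Benchmarks – vehicle and agonist controls · Replicates – singlicate, one well per test compound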
CHO-K1 Ca antag = counter-screen for M1 antagonists: effect in parental CHO-K1 cells; AID 602250; ATP-induced calcium, Fluo-8 fluorescence; inhibition, % at 3 µM; actives 0.6% (n = 360,000);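 active = inhibition above a per-plate cutoff, the plate's mean sample inhibition plus 3 SD, cut at about 24% in these data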;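 note: 0% = DMSO plus EC80 ATP and 100% = DMSO alone without ATP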
* = called active by the depositor; / = no result given.

The opening three entries, ahead of the listing:
SMILES	GPR7 antagonist	CHO-K1 Ca ag	V1aR counter	CHO-K1 Ca PAM	OXTR potentiator	OXTR ag	CHO parental Ca	TAAR1 antag	CHO-K1 Ca antag
CC1CC(C)CN(CCCNC(=O)Cn2ncn3cccc3c2=O)C1 (stereo unspecified)	0	-0.1	0.8	3	-15	-0.9	-7	-5	10
O=C(COC(=O)C12CC3CC(CC(C3)C1)C2)NCCCc1ccccc1	-2	1.1	-0.5	15	-5	-1.6	-24	-15	-10
CCCCCC(=O)NC(=S)Nc1cccc(C(C)=O)c1	-2	1.2	0.5	23	-6	-0.7	-17	1	-7

The list itself, from the start:
SMILES	GPR7 antagonist	CHO-K1 Ca ag	V1aR counter	CHO-K1 Ca PAM	OXTR potentiator	OXTR ag	CHO parental Ca	TAAR1 antag	CHO-K1 Ca antag
CC1CC(C)CN(CCCNC(=O)Cn2ncn3cccc3c2=O)C1 (stereo unspecified)	0	-0.1	0.8	3	-15	-0.9	-7	-5	10
O=C(COC(=O)C12CC3CC(CC(C3)C1)C2)NCCCc1ccccc1	-2	1.1	-0.5	15	-5	-1.6	-24	-15	-10
CCCCCC(=O)NC(=S)Nc1cccc(C(C)=O)c1	-2	1.2	0.5	23	-6	-0.7	-17	1	-7
Cc1ccc(S(=O)(=O)Nn2c(O)c(C=C3N=c4ccccc4=N3)sc2=S)cc1	-19	-0.2	1.3	3	-3	0.8	-15	33	-7
O=C(Nc1ccccc1F)Nc1cc(S(=O)(=O)N2CCOCC2)ccc1N1CCCC1	5	0.4	-0.1	-6	-9	-1.6	-3	-14	-8
O=C1CC(c2cccc(Cl)c2)CC(O)=C1C=NC1CCCC1 (stereo unspecified)	4	0.8	1.4	16	-7	-1.8	-15	3	-4
COC(=O)c1c(NC(=O)CN2CCN(S(=O)(=O)c3ccccc3)CC2)sc2c1CCC(C)C2 (stereo unspecified)	-8	/	1.0	/	-4	-0.3	-8	/	/
O=C(O)CCSc1nnc(COc2cccc3cccnc23)n1-c1ccccc1	-4	0.1	0.8	9	3	0.9	-1	1	-7
COc1ccc(/C=N/Nc2nc(Nc3ccccc3)nc(N3CCCC3)n2)cc1	-19	1.2	-1.3	6	-9	-3.0	-11	25	6
CC(C)c1ccc2c(c1)C(c1ccc(N3CCOCC3)cc1)=NNC(c1cccs1)=N2	-3	2.0	-0.4	16	-4	-0.1	-14	3	-11
O=C(COc1ncnc2ccccc12)NCC1CCCO1 (stereo unspecified)	2	0.3	-0.5	-2	-4	-0.6	-8	-4	-14
N/C(CS(=O)(=O)c1ccccn1)=N\OC(=O)c1ccccc1Cl	-15	0.5	0.7	5	-4	0.1	-1	-10	-5
Cn1c(=O)nc2n(Cc3ccccc3)c3ccccc3cc-2c1=O	-14	0.9	-0.2	29	-8	-2.3	-10	-11	-8
CC(C)N(CCNCC(O)COc1ccc(C(C)(C)c2ccccc2)cc1)C(C)C (stereo unspecified)	-3	6.0	16	11	-24	23*	-9	12	-5
Cc1nc(NC(=O)CSc2ccccc2N)sc1C	-2	/	-0.7	/	-5	0.0	-4	-19	/
COc1ccc(S(=O)(=O)N2CCC(C(=O)NCCC(=O)NCc3cccc(OC)c3)CC2)cc1	-3	0.2	-0.9	13	-3	-1.1	-11	-11	-12
CSc1c(C#N)sc(=S)n1-c1ccc(C)cc1	0	0.2	-1.3	16	5	-1.8	-30	12	-15
CCOC(=O)c1nn(-c2ccccc2)c(C#N)c1N	-13	-0.3	-0.6	-10	2	-2.0	-4	9	16
Cc1cc(NC(=O)CSc2nc(-c3ccccc3)nc3c2c(=O)n(C)c(=O)n3C)no1	-8	0.4	1.2	20	-5	-0.2	-6	9	-8
COc1ccccc1N1CCN(C(=O)c2cccs2)CC1	-11	0.9	0.3	2	-7	-0.6	-7	9	-8
CN1CCC(=O)N([C@H](CSc2ccccc2)c2ccccc2)CC1	1	0.2	-0.1	-8	0	0.9	-20	10	-5
COc1ccc(Cl)cc1NC(=O)COC(=O)c1ccc(C)o1	/	0.7	0.7	-4	-3	-1.9	-10	1	-9
O=C(CCOc1ccccc1)NCC(c1ccco1)N1CCCCC1 (stereo unspecified)	-6	0.4	1.0	3	6	0.9	-15	5	-6
COc1ccc(-c2noc(CNC(=O)CCN3C(=O)[C@H]4CC=CC[C@H]4C3=O)n2)cc1	2	1.0	2.0	-9	-11	1.4	-19	-7	-2
CC(C)NC(=O)C1(c2ccccc2)CCOCC1	8	0.8	0.7	-4	4	0.5	-13	14	-1
Cc1c(OCC(=O)NCC2CCC(C(=O)NCCCO)CC2)ccc2c(-c3ccccc3)cc(=O)oc12 (stereo unspecified)	-10	0.3	-1.4	-3	-7	-1.4	-13	-18	-11
Cn1c(=O)[nH]c(=O)c2c1nc(N1CCNCC1)n2Cc1ccccc1	-13	0.1	0.3	-14	4	-0.2	-8	7	-10
CN1CCC(=NNC(=O)c2cn(-c3ccccc3)nc2-c2ccccc2)CC1	-19	0.4	0.5	-2	-2	-0.2	-21	5	-2
Nc1cc(=O)[nH]c(=O)n1CCCc1ccccc1	-19	2.5	1.0	31	-2	-1.0	-12	12	-10
CCOP(=O)(OCC)C(Cc1ccc(OC)c(OC)c1)N=C(c1ccccc1)c1ccccc1 (stereo unspecified)	/	12	/	16	/	/	/	-22	-6
Cc1cccc(N(C(=O)c2snc(C(N)=O)c2N)C(C(=O)NCC2CCCO2)c2cccs2)c1 (stereo unspecified)	-6	1.0	-0.4	-10	-13	-1.1	-39	6	-14
Cc1ccc(S(=O)(=O)NCCSc2nnnn2-c2ccccc2)cc1	-2	1.4	4.0	0	-10	4.1	-13	6	-3
CCCn1c(Cc2ccccc2)n[nH]c1=S	-10	0.3	0.6	19	-8	-0.1	-3	-6	-13
S=c1[nH]nc(CSCCOc2ccc(Cl)cc2Cl)o1	-8	6.3	3.3	4	-9	1.8	2	-8	-2
CCSCCNC(=O)c1cc(-n2cnnc2)ccc1Cl	-9	0.1	1.0	9	2	0.7	-2	10	1
CCCC1OC(c2cc3c(cc2Cl)OCO3)OCC1CC (stereo unspecified)	/	0.1	/	12	/	/	/	-4	-18
CC(=O)Nc1ccc(OCC(O)Cn2c(C)nc3ccccc32)cc1 (stereo unspecified)	-1	0.0	3.4	-3	-6	-0.2	1	-5	8
Cn1c(=O)oc2cc(S(=O)(=O)N3CCCC(C(=O)NCC4COc5ccccc5O4)C3)ccc21 (stereo unspecified)	5	4.7	1.1	4	-3	2.0	-8	21	13
COC(=O)c1ccc(OCC(=O)c2cccc(OC)c2)cc1	-11	0.4	0.2	10	-4	-2.3	-8	-3	-15
Cc1c(O)c(=O)n(-c2ccccc2)n1C	/	0.0	1.3	3	-5	0.9	2	-9	-14
CCOC(=O)C1=C(C)N=c2s/c(=C/c3ccc(OCC(=O)O)cc3)c(=O)n2C1c1ccc(OC)cc1OC (stereo unspecified)	-20	0.5	-0.8	5	-10	-0.1	-13	-8	-14
CN(C)CCCNc1nc2cc(-c3cncnc3)sc2c(=O)n1C	/	-0.1	/	0	/	/	/	12	-6
CCOC(=O)c1c(NC(=O)CSc2nnc(CNC(=O)c3ccco3)n2C)sc2c1CCC2	-10	-0.5	-1.4	11	-1	-1.8	-4	-40	-17
Cc1c(NS(=O)(=O)c2ccc(C(=O)NCc3ccccc3)cc2)c(=O)n(-c2ccccc2)n1C	-16	1.0	0.3	5	-2	-0.3	-15	-10	3
CCN1C[C@@H]2[C@@H]3C(=O)N(Cc4ccccc4)C(=O)[C@@H]3[C@](CC)(C1=O)N2C(=O)c1ccc(C(C)(C)C)cc1	/	-0.5	/	13	/	/	/	11	1
CC(On1c(-c2ccccc2)nc2ccc(Cl)cc21)C(=O)O (stereo unspecified)	6	-0.5	1.7	21	-1	1.0	-3	23	-2
COc1cc(C2NC(=O)CCC2[N+](=O)[O-])cc(Br)c1OC (stereo unspecified)	-1	3.1	-1.3	11	-10	-0.1	8	-2	-8
O=C(Nc1ccccc1-c1ccccc1)C1CCCC1	2	0.7	-1.6	16	-5	-2.7	-20	-26	-10
O=C(NCc1cccc2ccsc12)c1cccs1	/	-0.6	-0.3	-1	-6	-0.6	-10	-3	-8
c1ccc(CN2OCC3Cn4c(nc5ccccc54)C32)cc1 (stereo unspecified)	/	-0.5	0.2	-12	-13	-0.6	-13	-28	-7
COc1cc(C(=O)Oc2ccccc2N)cc(OC)c1OC	1	0.8	0.4	11	-6	0.8	-6	-1	-4
O=c1[nH]nc(Sc2ncnc3sccc23)n1CCc1ccccc1	-9	1.5	2.7	11	-10	3.7	-8	6	-17
COc1ccc(CNC(=O)C(=O)NCC2CCCO2)cc1 (stereo unspecified)	0	0.3	0.8	16	-2	1.6	-3	15	-5
Cc1cccc(-c2noc(CCC(=O)NCC3CCCO3)n2)c1 (stereo unspecified)	-2	1.4	0.9	-6	-7	1.5	-12	11	9
Cc1ncoc1C(=O)NCCC(c1ccccc1)c1ccccc1	-4	12	0.2	10	-2	1.6	-18	-10	-5
COc1ccccc1/C=C/C=N/NC(=O)c1ccncc1	-4	1.1	0.7	24	-9	-0.8	-6	21	-9
CCCn1nnnc1NC(=O)COc1ccc(CC)cc1	-8	0.4	-0.1	-6	-2	-0.3	9	10	4
CCOC(=O)c1nnc(-c2ccc(C)cc2)nc1Sc1ccc(Cl)cc1	-9	-0.1	0.8	-11	1	0.1	7	-5	11
C[C@H](CO)N1C[C@H](C)[C@@H](CN(C)C(=O)c2ccc3ccn(C)c3c2)OCc2cnnn2CCCC1=O	/	0.4	/	7	/	/	/	-16	-10
CSC1=NC(C)(C)C=C(/C=C/c2ccc(Cl)cc2Cl)N1	6	0.3	1.0	18	-6	0.4	-24	-3	-1
CCCCOc1ccc(C(=O)NCC(=O)N(C)CC(=O)Nc2ccc(N3CCOCC3)cc2)cc1	/	1.9	0.4	-6	-6	-0.5	-19	5	4
CCC(NS(=O)(=O)c1ccc(C)cc1)C(=O)N1CCC2(O)CCCCC2C1 (stereo unspecified)	-19	-0.1	-0.7	11	0	-0.1	-7	12	-13

Screens: PubChem BioAssay, The Scripps Research Institute Molecular Screening Center
